PfGluPho inh – PfG6PD (Plasmodium falciparum) enzyme inhibition. AID 504690. 350,000 compounds, 0.78% hits. PfGluPho enzyme, NADPH resazurin-diaphorase fluorescence. inhibition, % at 20 µM;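 active = inhibition reaching at least a set limit at 20 µM in the primary screen, cut at about 59% in these data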;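 also: 0% = DMSO wells with substrate and 100% = DMSO wells lacking glucose-6-phosphate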
MIN6 prolif – MIN6 beta-cell proliferation induction; MIN6 cells proliferation, ATPlite luminescence, 48 h; cells starved in 0.2% serum; 100% = growth in 10% serum; proliferation, % at 10 µM; 330,000 compounds, 0.29% hits; AID 2380;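 active = compounds whose signal lies at least 3.5 SD above the mean of all wells on their plate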;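 also: 0% = DMSO-treated cells in low-serum medium and 100% = 10% serum control; some compounds called inactive have numbers as strong as hits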
SENP8 block-1 – blocks human SENP8 cleavage of Nedd8 substrate | recombinant SENP8, Nedd8 substrate fluorescence | inhibition, % at 20 µM | 360,000 compounds, 0.64% hits | AID 602440; in the data active = inhibition mostly above about 40%, no sharp cut-off; inactive = mostly below about 27%
SENP6 block – inhibitors of human SENP6 protease. Recombinant SENP6 catalytic domain, aminoluciferin luminescence. AID 2599. 330,000 compounds, 1.8% hits. inhibition, % at 10 µM. Q9GZR1;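 active = inhibition above about 50% at the single tested dose, limit read from the data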;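 also: plate controls were DMSO wells with enzyme for no effect and DMSO wells lacking enzyme for full effect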
Target sequence (Q9GZR1 628-1112 limits assumed): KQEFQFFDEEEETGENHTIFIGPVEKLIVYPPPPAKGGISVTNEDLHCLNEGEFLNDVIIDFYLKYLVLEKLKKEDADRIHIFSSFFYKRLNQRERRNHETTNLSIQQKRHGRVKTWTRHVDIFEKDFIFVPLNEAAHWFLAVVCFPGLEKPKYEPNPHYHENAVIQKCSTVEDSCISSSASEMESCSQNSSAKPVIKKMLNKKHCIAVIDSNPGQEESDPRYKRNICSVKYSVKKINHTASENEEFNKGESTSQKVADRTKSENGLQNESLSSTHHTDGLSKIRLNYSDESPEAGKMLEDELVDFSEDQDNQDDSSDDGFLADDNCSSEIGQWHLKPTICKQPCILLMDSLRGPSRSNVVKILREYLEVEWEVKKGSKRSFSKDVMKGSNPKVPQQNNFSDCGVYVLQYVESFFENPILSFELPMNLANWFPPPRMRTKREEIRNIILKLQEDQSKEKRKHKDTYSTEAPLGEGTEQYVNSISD
UBC13 polyUb – human UBC13 polyubiquitination inhibition; inhibition, % at 20 µM; P61088; AID 485273; UBC13 polyubiquitin chain formation, TR-FRET; 330,000 compounds, 0.47% hits; in the data active = inhibition above about 45%, passing the limit was not always enough
Target sequence (P61088 whole entry, looked up): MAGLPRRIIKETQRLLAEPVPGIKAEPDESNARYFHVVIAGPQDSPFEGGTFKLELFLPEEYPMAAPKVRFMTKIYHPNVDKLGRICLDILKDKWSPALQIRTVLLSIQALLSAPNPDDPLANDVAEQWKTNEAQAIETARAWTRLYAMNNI
SENP1 inh – blocks the human SENP1 SUMO protease catalytic domain; AID 624204; recombinant SENP1 catalytic domain, CyPet-SUMO1-YPet FRET cleavage; 360,000 compounds, 0.21% hits; inhibition, % at 10 µM; Q9P0U3;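 active = inhibition at least 30% at 10 µM, raw YFP signal under a set limit, fluorescence ratio 0.5 to 1.5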;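 also: 0% = enzyme with DMSO and 100% = no enzyme wells; some results filed as inactive read as strong as hits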
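Test system: human SENP1 catalytic domain; medium: Tris pH 8 buffer plus EDTA, NaCl, BME, BSA, NP40, catalase; incubation: 50 min reaction at room temperature; technique: FRET, CFP and YFP emission; controls: no-enzyme low control and enzyme-plus-DMSO high control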
SENP7 inh – blocks the human protease SENP7 | Q9BQF6 | recombinant SENP7, Z-RLRGG-aminoluciferin luminescence, 40 min | inhibition, % at 5 µM | 330,000 compounds, 1.5% hits | AID 434973;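 active = inhibition above about 50% at the single test dose, limit read from the data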;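 also: plate controls were DMSO with enzyme for no effect and no enzyme buffer wells for full effect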
Target sequence (Q9BQF6 706-1050 limits assumed): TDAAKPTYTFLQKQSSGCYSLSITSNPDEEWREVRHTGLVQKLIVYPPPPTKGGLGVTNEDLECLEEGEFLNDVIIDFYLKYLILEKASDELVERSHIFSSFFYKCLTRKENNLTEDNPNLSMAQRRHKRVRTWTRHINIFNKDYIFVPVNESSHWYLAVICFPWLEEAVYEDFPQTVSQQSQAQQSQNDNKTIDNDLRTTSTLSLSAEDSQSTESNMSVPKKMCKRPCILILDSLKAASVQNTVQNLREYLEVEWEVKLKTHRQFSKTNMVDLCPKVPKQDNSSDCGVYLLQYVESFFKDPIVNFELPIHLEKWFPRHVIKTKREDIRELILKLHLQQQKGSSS
HKDC1 inhibitor – inhibitors of human hexokinase HKDC1; recombinant HKDC1, G6PDH/diaphorase resazurin coupled fluorescence; inhibition, % at 20 µM; Q2TB90; 340,000 compounds, 0.16% hits;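 active = inhibition above about 35% when tested at 20 µM, limit read from the data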;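 also: plate controls were DMSO wells with enzyme for no effect and DMSO wells lacking enzyme for full effect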
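Test system: recombinant HKDC1 (HK5) hexokinase enzyme, produced in-house / Doses: 20 µM test compound, 1% DMSO / Timing: 90 min, room temperature / Detection: G6PDH/diaphorase-coupled fluorescence, 1 mM NADP, 100 µM resazurin, 525/613 nm / Control set: DMSO wells with and without enzyme mix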
SENP8 block-2 – blocks the human protease SENP8; inhibition, % at 10 µM; 330,000 compounds, 1.2% hits; Q96LD8; purified SENP8, Z-RLRGG-aminoluciferin cleavage, luminescence; AID 2540; in the data active = inhibition above about 50%
* = called active by the depositor; . = not tested or not shown.

SMILES	PfGluPho inh	MIN6 prolif	SENP8 block-1	SENP6 block	UBC13 polyUb	SENP1 inh	SENP7 inh	HKDC1 inhibitor	SENP8 block-2
COc1ccc(/C=N/N2CCN(C3c4ccccc4-c4ccccc43)CC2)cc1O	11	-5	11	-9	0	1	1	-10	0
Cc1cc(F)ccc1S(=O)(=O)N1CCCOC1CNC(=O)C(=O)NCc1cccnc1 (stereo not drawn)	-1	0	4	-11	6	2	-5	-4	0
CCC(C)NCCOCCOc1ccc(Br)cc1C (stereo not drawn)	-4	-2	31	-14	1	3	1	-6	-2
Cc1cc(=O)[nH]c(SCc2cc(Cl)ccc2OC(F)F)n1	-23	-1	27	-16	1	1	0	7	3
O=C(CCN1CCOCC1)c1ccccc1	-14	-5	14	-21	-2	1	-10	-7	-6
Cc1cc(C)n(-c2ccc(C(=O)Oc3ccc4c(c3)OCO4)cc2)n1	29	-4	-8	-5	7	-1	67*	1	45
C=CCNC(=O)C12CC3(C)CC(C)(CC(C)(C3)C1)C2	14	1	7	5	6	0	0	-4	1
Cc1ccc(S(=O)(=O)N2[C@@H](c3ccc(Cl)c(Cl)c3)C(C(=O)O)=C[C@H]2CC2CCCC2)cc1	-24	-4	-5	-11	-29	0	7	15	2
Oc1ccc(Cl)cc1C1=NNC(c2ccc(Cl)cc2)C1 (stereo not drawn)	-4	0	-36	15	-7	-6	2	9	-5
Cc1ccc(S(=O)(=O)NC(=NC2CCCCC2)c2ccccc2)cc1	1	-3	14	-10	-4	4	1	-4	-21
COc1ccccc1CNC(=O)CCCC(=O)n1nc(C)c2ccccc21	28	2	-3	-4	23	-3	15	20	-8
O=C(NCCOc1ccc(Cl)cc1)C1CCCCC1	-3	0	10	-5	-14	3	-3	-1	-9
Cc1nn(-c2ccccc2)c(Oc2ccc(F)cc2)c1/C=N/n1cnnc1	-6	2	8	-14	5	3	0	-2	-1
CCN(CC)C(=O)C1c2ccccc2Oc2ccccc21	-5	0	-31	20	-5	-6	1	-5	-5
CCOC(=O)C(C(=O)NCCCN1CCOCC1)C1CCCCC1 (stereo not drawn)	5	1	13	-6	-6	2	4	-6	-1
O=c1[nH][nH]c(C(F)(F)F)c1C=NCc1ccc(Cl)cc1	-6	0	21	-1	3	1	4	-4	-2
N#CCC(=O)Nc1ccc(C(=O)OCC(=O)N(C2CCCCC2)C2CCCCC2)cc1	7	-6	-4	12	-14	-18	1	3	-2
CCOn1c(=O)c[n+]([O-])c2ccccc21	-9	1	-76	15	-13	-1	6	0	6
O=C1NC(=O)/C(=C/c2ccc(-c3cc(C(=O)O)ccc3Cl)o2)S1	-9	-3	-327	23	-12	-100	20	16	9
CCOC(=O)c1cnc(N2CCN(C(=O)OCC)CC2)[nH]c1=O	-6	-3	12	-7	-2	0	-5	-7	-7
O=C(NCCCN1CCCC1)c1ccc2c(c1)N(Cc1ccc(F)cc1)C(=O)c1ccccc1S2=O (stereo not drawn)	2	-3	15	3	16	-6	-1	-5	6
COc1ccc(CC(=O)Nc2c3c(nn2-c2cccc(C)c2C)CS(=O)C3)cc1 (stereo not drawn)	10	-4	18	4	-1	-2	-3	-6	0
COC(=O)CCCNC(=O)c1ccc(OC2CCN(CCc3ccccc3)CC2)cc1	3	1	16	-4	5	1	7	-13	4
O=C(N/N=C/c1ccc(OC(=O)c2cccs2)cc1)c1ccccn1	1	-4	-17	21	-8	4	74*	-6	13
Cc1cc(C)cc(-n2c(C)cc(C=C(C#N)C#N)c2C)c1	-11	-2	-33	10	0	-3	-1	-1	-4
Cc1onc(-c2ccccc2Cl)c1C(=O)N1CCN(c2nc3ccccc3s2)CC1	-19	-2	11	-6	-8	2	-3	6	-3
C=C1C(=O)OC2C1CCC(C)C1C=CC(=O)C12C (stereo not drawn)	3	.	6	.	.	-5	.	4	.
CCOC(=O)N1CCN(Cc2cc(=O)oc3ccc(Cl)cc23)CC1	-2	-1	1	4	-2	-4	0	-3	2
Cc1ccc(NC(=O)N2CCCCCC2)c(C)c1	18	0	2	-5	2	1	4	-7	7
O=C(O)CNC(=O)C1(N2C(=O)c3ccccc3C2=O)CCCC1	-5	.	4	.	.	2	.	-5	.
CN(/C(=N/S(=O)(=O)c1cccs1)c1ccccc1)c1ccccc1	-7	-2	5	5	6	3	5	6	4
O=C1OCC(Cn2c3ccccc3c3ccccc32)O1 (stereo not drawn)	7	-3	10	-6	1	1	4	-1	1
CCC(Oc1ccccc1F)C(=O)Nc1ccc2c(c1)n(C)c(=O)n2C (stereo not drawn)	6	0	8	-34	1	2	14	-4	-6
COc1cc2c(=O)n(CCCN3CCOCC3)c(=S)[nH]c2c(OC)c1OC	19	1	12	-8	4	-1	-10	-5	-7
CN(C1CCCCC1)S(=O)(=O)c1cccc(C(=O)OCC(=O)NC2CCCc3ccccc32)c1 (stereo not drawn)	-3	0	12	-10	8	0	2	4	0
O=C(Nc1ccc(Cl)cn1)C1C(c2ccccc2)C1(Cl)Cl (stereo not drawn)	6	-4	8	-3	-2	0	4	-2	-2
COc1cc2c(cc1OC)C(C(=O)Nc1ccc3c(c1)OCCO3)C(c1cccnc1)N(C)C2=O (stereo not drawn)	-11	-2	16	7	6	2	10	-5	1
COc1ccc(NC(=O)CN(C)C(=O)/C=C/c2ccc(S(=O)(=O)N3CCCCCC3)cc2)cc1	.	-2	-17	-3	-2	-1	11	.	-5
COc1cc(/C=N/NC(=O)CSc2ccccn2)ccc1OC(C)C	-5	2	14	-19	-1	1	1	-3	3
COc1cc(NC(C)=O)c2ncccc2c1[N+](=O)[O-]	50	-1	48*	-1	-11	0	2	16	-12
CC(CCOS(N)(=O)=O)c1ccccc1 (stereo not drawn)	-6	-5	10	-6	11	3	4	-5	-9
CCP(=O)(CC)C(C)(C)CP(=O)(c1ccccc1)c1ccccc1	5	1	15	4	5	1	7	5	4
Cc1ccccc1C(=O)c1c[nH]c(C(N)=O)c1	12	0	26	-4	-5	2	7	-4	-2
CC1CCCCC1NC(=O)CN1C(=O)CSc2cc(S(=O)(=O)N3CCCCCC3)ccc21 (stereo not drawn)	-7	0	7	9	14	2	-2	-1	7
O=C(COC(=O)C1COc2ccccc2O1)NC(=O)NC1CCCCC1 (stereo not drawn)	15	0	5	-10	9	4	4	2	-1
COC(=O)CSc1ccc(S(=O)(=O)N2CCOCC2)cc1[N+](=O)[O-]	-8	0	28	-11	-1	4	3	-19	2
Cc1ccc(C(=O)CN(CCCC(N)=O)S(=O)(=O)c2ccc([N+](=O)[O-])cc2)cc1	4	2	12	7	2	-1	1	0	6
CN(c1ccc(O)cc1)c1nc(O)c(C2=c3ccccc3=NC2=O)s1	2	-1	32	-29	-136	-2	-3	8	-26
CCOC(=O)c1[nH]c2ccc(OC)cc2c1NS(=O)(=O)c1ccc(OC)cc1OC	20	-3	-90	-6	-10	5	-5	4	-6
CCn1c2c(c3cc(OCC(C)C)ccc31)CCCC2=O	22	0	-309	-7	29	-20	6	-3	-5
O=C(COC(=O)c1ccccc1NC(=O)c1ccccc1)c1cccc([N+](=O)[O-])c1	11	-2	17	-2	2	0	-5	-8	1
CCOc1ccc(S(=O)(=O)Nc2cc(Sc3ncn[nH]3)c3oc(=O)sc3c2)cc1	.	-5	.	-25	-9	.	-9	.	0
COCCNC(=O)C1CC2Cn3c(nc4ccccc43)C2N1C (stereo not drawn)	5	-4	10	7	-8	3	-9	-4	5
CC(Sc1nnc(-c2ccccc2)c(-c2ccccc2)n1)C(=O)NCC1CCCO1 (stereo not drawn)	1	-2	10	-7	12	2	-5	-2	4
Fc1ccc2c(c1)C(c1ccncc1)=NNC(c1ccc(Cl)cc1)=N2	0	-2	10	-16	13	2	-2	-3	0
COc1ccc(CN(C)C(=O)COC(=O)c2c(C)nn(-c3ccc(F)cc3)c2Cl)cc1	-7	-5	4	-1	3	0	-1	-1	4
C/C(CC(=O)Nc1ccc(Cl)cc1Cl)=N\NC(=O)C(=O)N1CCCC1	2	-5	7	-6	-1	-1	2	-25	2
COC(=O)c1sc(N2C(=O)C(O)=C(C(=O)c3ccc(C)o3)C2c2ccc([N+](=O)[O-])cc2)nc1C (stereo not drawn)	-14	2	-2	17	-18	-46	8	7	-1
CC[C@]12c3[nH]c4cc(CCC(=O)N(C)C)ccc4c3CCN1C(=O)[C@@H](CC(=O)NCc1ccc(OC)c(OC)c1)C[C@@H]2C(=O)N1CCN(C(=O)c2ccco2)CC1	-7	.	-6	.	.	0	5	0	.
O=C(NNC(=O)C1CC1)c1cc2cc3ccccc3nc2s1	-6	-2	-32	-16	-32	3	-7	-8	-5

The list goes on (3 carried over from the part before).
SMILES	PfGluPho inh	MIN6 prolif	SENP8 block-1	SENP6 block	UBC13 polyUb	SENP1 inh	SENP7 inh	HKDC1 inhibitor	SENP8 block-2
COC(=O)c1sc(N2C(=O)C(O)=C(C(=O)c3ccc(C)o3)C2c2ccc([N+](=O)[O-])cc2)nc1C (stereo not drawn)	-14	2	-2	17	-18	-46	8	7	-1
CC[C@]12c3[nH]c4cc(CCC(=O)N(C)C)ccc4c3CCN1C(=O)[C@@H](CC(=O)NCc1ccc(OC)c(OC)c1)C[C@@H]2C(=O)N1CCN(C(=O)c2ccco2)CC1	-7	.	-6	.	.	0	5	0	.
O=C(NNC(=O)C1CC1)c1cc2cc3ccccc3nc2s1	-6	-2	-32	-16	-32	3	-7	-8	-5
O=C(CN(CCN1CCOCC1)C(=O)Cn1nnc(-c2ccc(F)cc2)n1)NC1CCCCC1	0	-1	14	-10	-9	0	-9	4	0
Cc1nc2nc(C)c(NS(=O)(=O)c3ccc4c(c3)CCCC4)c(=O)n2[nH]1	-53	-2	7	2	-1	1	-4	-2	-7
COc1cc2c(cc1OC)C(C(=O)Nc1cc(OC)c(OC)c(OC)c1)C(c1cccnc1)N(C)C2=O (stereo not drawn)	-10	-4	8	0	0	0	-1	0	3
COc1ccc(N(CC(=O)N/N=C/c2ccc(F)cc2)S(=O)(=O)c2ccccc2)cc1	8	1	13	-9	5	2	-5	5	-3
C=CC[C@@H](CC(=O)N(CCO)Cc1ccccc1)C(=O)N[C@@H](COC(=O)[C@@H](CC=C)Cc1ccc(F)cc1)Cc1c[nH]c2ccccc12	16	-5	13	4	-4	2	5	1	-3
Cc1cc(NC(=O)CCN2CCN(C/C=C/c3ccccc3)CC2)ccc1Br	-3	-5	21	-14	22	0	-2	1	-2
CN(C(=O)c1ccc(NC(=O)Cc2ccc([N+](=O)[O-])cc2)cc1)C1CC1	6	0	11	-29	11	2	5	-5	-4

A second format for 4 compounds above:
Compound | PfGluPho inh | MIN6 prolif | SENP8 block-1 | SENP6 block | UBC13 polyUb | SENP1 inh | SENP7 inh | HKDC1 inhibitor | SENP8 block-2
COc1cc2c(cc1OC)C(C(=O)Nc1cc(OC)c(OC)c(OC)c1)C(c1cccnc1)N(C)C2=O (stereo not drawn) | -10 | -4 | 8 | 0 | 0 | 0 | -1 | 0 | 3
Cc1ccc(S(=O)(=O)N2[C@@H](c3ccc(Cl)c(Cl)c3)C(C(=O)O)=C[C@H]2CC2CCCC2)cc1 | -24 | -4 | -5 | -11 | -29 | 0 | 7 | 15 | 2
C=CC[C@@H](CC(=O)N(CCO)Cc1ccccc1)C(=O)N[C@@H](COC(=O)[C@@H](CC=C)Cc1ccc(F)cc1)Cc1c[nH]c2ccccc12 | 16 | -5 | 13 | 4 | -4 | 2 | 5 | 1 | -3
O=C(NCCCN1CCCC1)c1ccc2c(c1)N(Cc1ccc(F)cc1)C(=O)c1ccccc1S2=O (stereo not drawn) | 2 | -3 | 15 | 3 | 16 | -6 | -1 | -5 | 6

Screens as filed in PubChem.
